Compound activity deposited in PubChem by several laboratories.
TRPN1 ag: agonists of zebrafish TRPN1 channel | HEK293 zebrafish TRPN1-YFP, Fluo-8 calcium fluorescence; 100% = response to 87 µM carbachol | activation, % at 3 µM | hit rate 0.18% among 220,000 | AID 1424;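 active = activation above its plate's cutoff, the mean activation of test wells on that plate plus 3 SD, cut at about 19% in these data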;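 also: 0% = DMSO alone and 100% = 87 µM carbachol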
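System: zebrafish TRPN1-YFP in HEK293 cells / Dosing: 3 µM single point / Timing: dye loading 1 h at 37 °C, then 30 min room temperature / Signal: Fluo-8 calcium fluorescence, excitation 470-495 nm, emission 515-575 nm / Read-out basis: percent activation from peak over basal fluorescence ratio, control-normalized / Control set: high carbachol 87 µM, low DMSO alone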
NPY2 pot ag: human NPY-Y2 potentiation or agonism, primary screen | activation, % at 3.6 µM | P49146 | AID 1359 | hit rate 0.45% among 220,000 | cells expressing NPY-Y2, potentiator/agonist read-out; in the data active = activation above about 27%;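 also: cells stimulated with NPY near EC25 plus isoproterenol at EC100; 0% = vehicle plus submaximal agonist and 100% = vehicle plus saturating agonist; some results beyond the cut were filed as inactive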
NPY1 pot ag: potentiators or agonists of human neuropeptide Y receptor Y1 | AID 1304 | activation, % at 3.6 µM | P25929 | hit rate 0.37% among 220,000 | NPY-Y1 expressing cells, potentiator/agonist activation; in the data active = activation above about 33%, passing the limit was not always enough;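 also: cells stimulated with NPY at EC10 then isoproterenol at EC100; 0% = low agonist plus stimulus and 100% = saturating agonist plus stimulus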
Target sequence (P25929 whole entry, looked up): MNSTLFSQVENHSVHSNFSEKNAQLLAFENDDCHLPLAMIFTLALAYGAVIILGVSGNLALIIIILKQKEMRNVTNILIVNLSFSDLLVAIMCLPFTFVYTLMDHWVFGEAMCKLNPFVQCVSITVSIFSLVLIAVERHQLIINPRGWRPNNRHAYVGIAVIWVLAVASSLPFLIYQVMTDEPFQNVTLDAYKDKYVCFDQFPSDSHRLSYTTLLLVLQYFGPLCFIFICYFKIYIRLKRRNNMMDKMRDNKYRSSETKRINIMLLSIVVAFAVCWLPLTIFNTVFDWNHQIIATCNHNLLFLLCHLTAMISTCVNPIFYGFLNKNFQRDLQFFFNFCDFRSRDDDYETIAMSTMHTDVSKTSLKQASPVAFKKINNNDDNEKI
S1P4 antagonist: antagonists of human S1P4 receptor; O95977; S1P4-expressing cells, antagonist mode, reporter read-out; inhibition, % at 4.98 µM; hit rate 0.26% among 220,000; in the data active = inhibition above about 29%;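 also: 0% = wells stimulated with agonist and 100% = vehicle wells without agonist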
NPY Y1 blocker: blocks the human neuropeptide Y Y1 receptor; P25929; inhibition, % at 3.6 µM; hit rate 1% among 200,000; HEK293-CNG Y1 cells, membrane potential fluorescence; NPY at EC95, then isoproterenol; AID 1040;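 active = inhibition above the campaign mean inhibition of all tested compounds plus 3 SD, cut at about 20% in these data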;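 also: 0% = DMSO wells given NPY plus isoproterenol and 100% = isoproterenol alone without NPY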
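Material: Y1- and CNG-channel-expressing HEK293 cells / Probe or stimulus: NPY 25 nM then isoproterenol 1 µM plus Ro 20-1724 25 µM / Doses: 3.6 µM single dose, DMSO 0.4% / Schedule: compound incubation 1 h at room temperature, readout 45 min post-stimulation / Signal: membrane potential fluorescence / Benchmarks: isoproterenol-only wells as full block versus NPY-plus-isoproterenol wells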
CHOP inhibitor: blocks CHOP induction under ER stress | AID 2732 | inhibition, % at 10 µM | CHO-K1 CHOP-promoter luciferase, tunicamycin-induced, 15-18 h | hit rate 3.8% among 220,000;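 active = compounds that reduced the stress-induced luciferase reporter signal by more than about 70% of percent inhibition, limit read from the data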;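 also: 0% = tunicamycin plus vehicle and 100% = wells without tunicamycin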
S1P4 agonist: agonists of human S1P4 receptor | hit rate 0.35% among 220,000 | activation, % at 4.98 µM | S1P4-expressing cell line, agonist reporter assay | O95977 | AID 1509; in the data active = activation above about 11%;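 also: 0% = DMSO vehicle and 100% = reference agonist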
TRPML3 ag: activates the human TRPML3 channel; Q8TDD5; HEK293 TRPML3-YFP, Fluo-8 calcium fluorescence; 100% = the carbachol control signal; activation, % at 3 µM; hit rate 0.29% among 220,000;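 active = activation above its plate's cutoff, the mean activation of the plate's test wells plus 3 SD, cut at about 12% in these data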;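 also: 0% = DMSO only wells and 100% = carbachol wells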
Target sequence (Q8TDD5 whole entry, looked up): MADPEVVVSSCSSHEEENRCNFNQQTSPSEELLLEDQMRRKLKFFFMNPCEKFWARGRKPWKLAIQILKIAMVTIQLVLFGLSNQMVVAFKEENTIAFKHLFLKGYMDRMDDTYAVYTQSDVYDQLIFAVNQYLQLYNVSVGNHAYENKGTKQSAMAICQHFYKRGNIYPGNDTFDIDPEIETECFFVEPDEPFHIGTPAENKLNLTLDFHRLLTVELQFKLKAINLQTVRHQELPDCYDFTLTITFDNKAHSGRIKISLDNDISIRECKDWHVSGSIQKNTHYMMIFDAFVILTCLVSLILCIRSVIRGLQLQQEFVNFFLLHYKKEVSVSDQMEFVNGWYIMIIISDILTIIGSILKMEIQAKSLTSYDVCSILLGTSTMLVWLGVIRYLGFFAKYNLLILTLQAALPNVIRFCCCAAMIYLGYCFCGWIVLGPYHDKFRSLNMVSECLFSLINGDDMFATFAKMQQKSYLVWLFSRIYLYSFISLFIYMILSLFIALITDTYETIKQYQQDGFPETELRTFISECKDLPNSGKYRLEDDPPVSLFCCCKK
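Test system – HEK293 line with stable expression of human TRPML3-YFP channel · Control set – carbachol 87 µM final as high control (100%), DMSO as low control (0%) · Signal – Fluo-8 calcium dye fluorescence, ex 470-495, em 515-575 nm · Incubation – 1-h 37 °C dye load, 5-s basal, 120-s post-compound reads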
EP2 modulator: EP2 receptor (human) modulation | P43116 | EP2-expressing cells, cAMP HTRF FRET, PGE2 co-stimulation | induction, % at 25 µM | hit rate 0.83% among 260,000;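 active = compounds whose cAMP rise, as percent of the full-agonist control response, exceeds 60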;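 also: rat C6 glioma line stably carrying human EP2 under a CMV promoter; the protocol text gives 20 µM as final concentration; 100% = response of wells given 1 µM PGE2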
Starred values were filed as active, the others as inactive; · = no result given; & = joins results of further samples. Compounds were not picked by outcome, and some 6.5% of all compounds hit somewhere here.

SMILES	TRPN1 ag	NPY2 pot ag	NPY1 pot ag	S1P4 antagonist	NPY Y1 blocker	CHOP inhibitor	S1P4 agonist	TRPML3 ag	EP2 modulator
COc1cc(C)c(C(=O)Oc2cc(C)c(C(=O)O)c(O)c2C)c(OC)c1C	-1.6	-24	-12	15	0	-13	0.0	-1.1	55&-15
COc1ccc(OC)c(NC(=S)N2CCN(c3ccccn3)CC2)c1	-1.1	-16	-20	-3	4	11	0.4	-1.3	-6
CC(C)(C)NC(=O)CC1C(=O)NCCN1Cc1c(F)cccc1Cl (stereo not given)	-1.4	0	15	-8	5	17	0.0	0.5	6
O=C1CC(N2CCC(c3nc4ccccc4[nH]3)CC2)C(=O)N1Cc1ccccc1 (stereo not given)	-0.4	3	-4	-8	2	21	2.2	0.3	4
Cc1noc(C)c1C(=O)Nc1ccc2c(c1)CCC2	0.2	-9	-22	-23	1	-20	-1.5	-0.3	0
CCOC(=O)N1CCN(c2nc(C(F)(F)F)nc3c(C)cc(C)cc23)CC1	1.0	1	1	-4	12	61	-2.5	0.0	32
COc1ccc(N=C2C(=O)Nc3ccccc32)cc1	-0.1	3	-12	-27	-1	14	-2.3	0.8	-10
CC(=O)N1CCN(c2ccc(NC(=O)c3cccc(OCc4ccccc4)c3)cc2)CC1	1.0	-13	2	4	10	43	0.4	0.3	3
CC(=O)CSc1cc(C)nc2c(-c3ccccc3)c(C)nn12	1.5	-6	-1	-17	·	13	0.3	0.6	-8
O=C(O)c1cc2nc(-c3ccccc3)cc(C(F)(F)F)n2n1	0.9	-11	8	-24	-5	-7	0.9	-0.5	-8
CCOC(=O)c1sc(SCC(=O)Nc2ccc(N(C)C)cc2)nc1N	2.1	8	-1	18	-1	-20	-2.0	0.5	1
CC1OC2(OC1C)C(=O)Nc1ccccc12 (stereo not given)	-0.5	-13	4	-16	1	16	-0.5	0.3	32
O=C(CN1CCCCC1)Nc1ccc(S(=O)(=O)N2CCOCC2)cc1	0.8	-3	24	12	-2	9	-2.5	0.5	-32
CC(C)c1ccc(/C=C/C(=O)NCc2ccc(S(N)(=O)=O)cc2)cc1	-0.3	-2	-1	-11	-7	12	-1.4	-0.6	-33
Cc1cccc(-c2noc(-c3cc4ccccc4oc3=O)n2)c1	0.1	-9	10	-8	0	1	-0.5	0.5	27
Cn1nnnc1SCC(=O)N1CCCc2ccccc21	-0.7	-7	-33	-23	1	16	2.3	0.8	4&30
CC(C)(Oc1ccc(Cl)cc1)C(=O)NCc1ccco1	-1.0	-11	-3	-10	3	-31	1.9	-0.1	-1
O=C(c1cc(Cl)c(=O)n(Cc2ccccc2)c1)N1CCOCC1	1.0	-1	-10	-8	6	-4	0.9	0.1	35
CC(=O)Nc1ccc(Oc2sc(C(=O)c3ccccc3)c(N)c2C#N)cc1	0.1	0	-6	5	-6	-128	-1.4	-1.0	5
Cc1cc(C(=O)CSc2nc3ccccc3c(=O)[nH]2)c(C)n1C	1.1	-11	-8	0	6	-2	0.6	0.5	-24
COCC(=O)Nc1nc(-c2ccc(C)cc2)c(C)s1	-2.7	13	2	-6	-3	27	0.0	-0.8	3&4
O=C(NC1CCCC1)C(c1ccsc1)N(C(=O)Cc1cccs1)c1ccc(F)cc1 (stereo not given)	7.4	7	9	3	4	6	-0.9	0.8	15
c1cc(-c2nnc3n2CCC3)[nH]n1	2.0	-5	-7	11	-2	4	2.6	1.2	-9
CC1CCN(C(=O)c2cc(Cl)nc3ccccc23)CC1	0.9	2	-8	-6	-3	27	-0.5	1.0	-8
Cc1cccc(NC(=O)Cn2nc([N+](=O)[O-])c(Br)c2C)n1	0.0	-1	-7	5	-6	9	0.1	-0.6	4
CC(=O)c1ccc(N2CCN(S(=O)(=O)c3cccc4nsnc34)CC2)cc1	-0.6	-30	-11	-9	1	-24	-2.4	-0.2	-45
Cc1cc(NC(=O)c2cc3cccc([N+](=O)[O-])c3[nH]2)ccc1F	5.5	-3	7	-11	·	-6	-0.7	0.6	-22
COc1cccc(C(=O)Nc2nc(-c3ccc(S(=O)(=O)N4CCOCC4)cc3)cs2)c1	0.2	-17	-9	9	6	84*	-2.5	-0.7	1
CCCC(=O)OCC(=O)Nc1ccccc1Sc1ccccc1	-2.6	11	14	-10	-2	53	0.3	-1.1	18
Cc1ccc(-n2ncc3c(NCc4cccnc4)ncnc32)c(C)c1	4.1	9	8	-4	-8	59	1.7	2.7	4
CC1CCN(S(=O)(=O)c2ccc(S(=O)(=O)NCc3ccccc3)cc2)CC1	-1.2	-6	-8	-1	-5	20	-0.2	0.3	8
COCCn1c(SCCCc2ccccc2)nc2c1c(=O)[nH]c(=O)n2C	-0.6	4	0	-6	0	-5	-0.1	0.3	27
CCc1ccc(-c2nc(CN3CCC(C(=O)NCCN(CC)c4ccccc4)CC3)c(C)o2)cc1	-0.4	-13	-7	3	7	98*	-1.4	0.2	-38
CC1Cc2ccccc2N1C(=O)c1cnc2sccn2c1=O (stereo not given)	0.0	15	-1	-17	2	36	1.3	0.7	4
O=C(Nc1ccc([N+](=O)[O-])cc1)c1ccccc1F	-0.1	-1	7	-15	-1	11	2.8	0.3	-4
CCN(CC)CC#CCC(O)(c1ccccc1)C1CCCC1 (stereo not given)	-0.5	-2	-21	-11	5	36	-0.7	0.6	-12
CCn1ncc(NC(=S)NCCc2ccc(OC)c(OC)c2)c1C(N)=O	-0.7	-7	-6	3	-8	8	0.8	0.2	22
COC(=O)c1sccc1NC(=O)c1cccc(OC)c1	-1.4	-29	-14	-18	7	10	0.6	-0.3	67*
Cc1ccc(S(=O)(=O)N(CC(=O)N=Nc2c(O)[nH]c3ccccc23)c2ccc(C)c(C)c2)cc1	-0.6	13	-2	-11	-2	23	0.7	-0.4	67*
O=C(NC12CC3CC(CC(C3)C1)C2)c1cc([N+](=O)[O-])ccc1N1CCOCC1	2.3	2	8	7	1	-14	0.9	1.1	-19
COc1ccc(OC)c(NC(=O)/C=C/c2ccccc2[N+](=O)[O-])c1	-0.5	2	-10	-6	0	-5	-0.2	-0.3	-21
COc1ccc(C2=NN(C(=O)c3ccco3)C(c3cc4ccccc4nc3Cl)C2)cc1 (stereo not given)	1.2	-8	-12	-6	·	103*	1.2	0.1	-3
Cc1ccc(S(=O)(=O)NCC(=O)OCc2nnc(-c3ccccc3)o2)cc1C	0.3	2	-3	1	-9	50	1.4	0.3	-9
CC1(C)Cc2nc(NCCN3CCOCC3)c(C#N)cc2CO1	-0.4	6	-28	-5	0	-31	1.8	0.6	23
COc1ccc2cc(/C(C)=N/NC(=S)Nc3cc(S(=O)(=O)N4CCOCC4)ccc3N3CCOCC3)ccc2c1	-1.2	6	-8	-3	-6	-10	-0.3	0.6	7
Cc1cc(NC(=O)CSCCc2ccncc2)no1	0.2	-3	-3	-12	3	-8	0.9	0.6	2
O=C1OC(Nc2cc(Br)cc3cccnc23)c2ccccc21 (stereo not given)	-0.8	-7	-18	-18	4	2	1.2	1.0	10
CCc1ccc(NC(=O)CC2C(=O)NCCN2C(=S)Nc2ccccc2)cc1 (stereo not given)	0.2	9	7	-23	1	19	0.5	1.0	0
Cc1ccc(C(=O)Nc2ccc(N3CCCC3)cc2)c(C)c1	-0.8	16	12	1	-6	0	1.1	0.5	-9
Cc1cc([N+](=O)[O-])nn1CC(=O)Nc1c(C)n(C)n(-c2ccccc2)c1=O	-0.6	6	-7	-12	2	-6	-0.4	0.1	9
COc1cccc(C2CC(c3cccc(C)c3)n3ncnc3N2)c1 (stereo not given)	0.3	3	0	-12	2	16	1.2	0.2	-31
CC(=O)N1CCN(C(=S)Nc2cc(S(=O)(=O)N3CCOCC3)ccc2Cl)CC1	0.7	-5	3	15	0	6	-0.3	0.1	-20
CCOC(=O)N1CCC(N2CCN(CCC(C)C)C(CCO)C2)CC1 (stereo not given)	0.9	0	-10	-9	0	5	0.7	0.8	8
CSc1nnc(C)c(=O)[nH]1	1.9	-13	8	-9	-6	-7	0.7	1.3	-1
O=C(Nc1ncc2c(n1)CC(c1ccco1)CC2=O)c1ccccc1 (stereo not given)	1.9	11	-16	-4	2	-19	1.3	0.5	37
CCN(C(=O)c1ccc2c(OC)n(CC)nc2c1)c1ccc(OC)cc1	-1.2	-3	12	14	-4	38	3.0	-0.5	-23
COc1ccc2[nH]c(=O)c3c(c2c1)OC(C)(C)C=C3	-0.3	8	-8	0	1	57	4.5	-0.6	29
CC(C(=O)Nc1c2c(cc3c1CCC3)CCC2)N1CCCC1 (stereo not given)	-1.2	-15	-37	-6	20*	18	0.4	0.4	5
CCCC(C)C(=O)Nc1nnc(C)s1 (stereo not given)	0.7	-5	0	-7	2	30	0.0	0.0	13
COc1ccc(C(CCNCc2ccccc2F)c2ccc(F)cc2)cc1 (stereo not given)	1.0	-13	-4	-12	9	79*	0.3	0.4	8

Individual results from the results shown:
COc1ccc(C(CCNCc2ccccc2F)c2ccc(F)cc2)cc1 (stereo not given) in NPY2 pot ag → -13
COc1ccc2cc(/C(C)=N/NC(=S)Nc3cc(S(=O)(=O)N4CCOCC4)ccc3N3CCOCC3)ccc2c1 in EP2 modulator → 7

The list goes on.
SMILES	TRPN1 ag	NPY2 pot ag	NPY1 pot ag	S1P4 antagonist	NPY Y1 blocker	CHOP inhibitor	S1P4 agonist	TRPML3 ag	EP2 modulator
COCCNCc1ccc(C(C)C)cc1	0.6	2	9	3	7	9	0.4	1.3	12
CC1=CC(C)(C)N(C(=O)CSc2nnc(C)s2)c2ccc(C)cc21	-1.3	2	17	-7	-1	-8	-0.2	-0.8	33
CCOC(=O)Cn1c(=O)c2c(nc(Br)n2Cc2ccccc2)n(C)c1=O	1.0	6	-6	-7	-2	·	-2.4	0.6	·
C=CCOc1ccc2c(c1)C(=NO)c1cc(OCC=C)ccc1-2	0.8	7	-3	-19	2	104*	2.1	1.1	83*
Cc1ccc2cc(C=O)c(Cl)nc2c1	-0.1	2	14	-16	-5	-8	1.4	0.7	27
O=C(Nc1ccc2c(c1)Cc1ccccc1-2)c1cccnc1	3.5	5	14	-1	-1	-20	1.3	1.0	-77
Cc1ccc(S(=O)(=O)N(C)CC(=O)OCC(=O)NC(=O)NC(C)C)cc1	-1.4	-3	14	-22	·	8	-0.1	-1.0	-4
COc1ccc(N(C(=O)CSCC(=O)Nc2cc(C)on2)C(C(=O)NC2CCCCC2)c2ccc(O)c(O)c2)cc1 (stereo not given)	-1.1	6	6	-16	-3	26	-1.0	0.4	2
O=C(N/N=C/c1cc(Br)cc(Br)c1O)c1cccc(S(=O)(=O)N2CCOCC2)c1	0.9	-8	3	-7	·	31	-1.4	1.5	-18
